Assay outcomes deposited in PubChem BioAssay by several laboratories.
NR2E3 ag-1 = NR2E3 agonists in two-hybrid cells, primary screen, cell-based, luminescence, CHO-S, Gal4-NCOR/VP16-NR2E3; Photoreceptor-specific nuclear receptor (Homo sapiens), Q9Y5X4; luciferase; inhibition of corepressor binding, % at 3.98 µM; 360,000 compounds, 0.35% hits; AID 602229, 2012;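 active = inhibition above the mean of all tested compounds plus 3 SD, cut at about 70% in these data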;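 note: 0% = DMSO with NR2E3 transfected cells and 100% = cells lacking NR2E3 construct; higher means lower luciferase signal from less NR2E3 corepressor binding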
Target sequence (Q9Y5X4 whole entry, looked up, the tested form may be a part): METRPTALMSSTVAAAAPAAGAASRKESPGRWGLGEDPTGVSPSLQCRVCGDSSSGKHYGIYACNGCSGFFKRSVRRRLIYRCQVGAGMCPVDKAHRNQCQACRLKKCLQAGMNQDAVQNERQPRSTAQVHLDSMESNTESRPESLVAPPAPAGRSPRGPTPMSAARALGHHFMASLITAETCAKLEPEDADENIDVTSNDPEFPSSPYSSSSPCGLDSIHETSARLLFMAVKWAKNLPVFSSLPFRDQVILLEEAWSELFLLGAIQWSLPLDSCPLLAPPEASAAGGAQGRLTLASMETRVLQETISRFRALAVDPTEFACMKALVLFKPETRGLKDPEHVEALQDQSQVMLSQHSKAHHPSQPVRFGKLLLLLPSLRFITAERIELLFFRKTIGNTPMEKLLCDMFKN
TWEAK-Fn14 inh = inhibitors of TWEAK-Fn14 signaling, primary screen, luciferase reporter cells, uHTS | 360,000 compounds, 2% hits | inhibition, % at 10 µM | TWEAK-stimulated Fn14 reporter cells, luciferase luminescence, 8 h; in the data active = inhibition above about 50%
hiPSC survival = enhancers of single-cell hiPSC survival, primary screen, ATPlite luminescence; 100% = ROCK inhibitor wells, 0% = DMSO; 360,000 compounds, 0.044% hits; survival enhancement, % at 20 µM; in the data active = survival enhancement above about 18%;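 note: cells exposed to compounds for 16 hours before the ATP read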
MITF TRPM1 inh = inhibitors of MITF-dependent TRPM1 promoter reporter, primary screen, cell-based, SK-MEL-5, single point, luciferase | AID 488899, 2010 | SK-MEL-5 TRPM1 promoter luciferase, 24 h | 330,000 compounds, 0.83% hits | inhibition, % at 12.5 µM;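 active = mean inhibition across replicates of 60% or more, whatever share of single replicates reaches that level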; note: values of inactives mirror those of a sister screen read the other way
aDG glyco up = activators of alpha-DG glycosylation, primary screen, uHTS, Pro5-aDG cells, AlphaScreen; alpha-DG glycosylation AlphaScreen (IIH6); 0% Pro5, 100% B10-LARGE cell signal; activation, % at 10 µM; 360,000 compounds, 0.22% hits; AID 624168, 2012;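 active = activation of at least 8% versus controls, or a plate z-score of at least 8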;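 note: Pro5 are CHO cells carrying HIG-tagged alpha-DG that lacks glycosylation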
KKLEB tox = cytotoxicity in KKLEB CF airway cells, primary screen, cytotoxicity control for CF NF-kB inhibitor project, cell-based, uHTS, fluorescence assay plates; KKLEB CF airway cells viability, ATPlite luminescence, overnight; active compounds read low; cells stimulated with P. aeruginosa culture filtrate; activity change (cytotoxicity), % at 5 µM; 360,000 compounds, 0.36% hits; AID 602141, 2011;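 active = corrected activity change at or below -50% at 5 µM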
HIF-2a block = HIF-2a reporter inhibitors, primary screen, luminescence, 786-0 RCC cells; 786-0 RCC cells HIF-2a reporter, luciferase luminescence, overnight; inhibition, % at 18.8 µM; 360,000 compounds, 0.72% hits; AID 624352, 2012;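 active = inhibition of the luminescence signal of 40% or more relative to plate controls, in a single-dose primary screen at 18.75 µM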
NR2E3 ag-2 = inhibitors of NR2E3-RetCOR corepressor binding, primary screen, NR2E3 agonist project, biochemical, TR-FRET, GST-NR2E3, biotin-RetCOR. Photoreceptor-specific nuclear receptor (Homo sapiens), Q9Y5X4. 1536-well. inhibition of corepressor binding, % at 4.78 µM. 320,000 compounds, 0.12% hits. AID 2300, 2010;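 active = percent inhibition above the cutoff of mean plus 3 SD of all tested compounds, set per screening campaign, cut at about 20% in these data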;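 note: 0% = DMSO wells and 100% = biotin wells as full block of FRET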
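System: GST-NR2E3 and biotin-RetCOR proteins; probe or stimulus: 7 nM biotin-RetCOR; doses: compound at 4.8 µM, single dose; schedule: Compound–protein incubation for 5 h at 4 °C; detection: time-resolved FRET; read-out: percent inhibition; controls: biotin wells as high control, 0.6% DMSO wells as low control; format: 1536-well plates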
Shn3 3UTR inh = reduction of Shn3 3'UTR firefly luciferase signal, primary screen, Schnurri-3 inhibitor project, cell-based, Clone20 osteoblasts, set 2; Clone20 osteoblast Shn3 3'UTR firefly luciferase, 24 h; 360,000 compounds, 0.52% hits; inhibition, % at 12.5 µM;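 active = mean inhibition of at least 75% with every replicate also reaching 75%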;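 note: 0% = median of neutral control wells and 100% = pilot-screen positive control compound; some compounds past the cut are filed as inactive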
CF NFkB block = inhibitors of PAF-induced NF-kB signaling, primary screen, cell-based, GFP fluorescence, uHTS | KKLEB NF-kB-GFP reporter, GFP fluorescence overnight | inhibition, % at 5 µM | 360,000 compounds, 0.86% hits;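 active = at least 50% inhibition at 5 µM, scaled per plate between neutral and stimulator controls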;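 note: PAF is a Pseudomonas aeruginosa culture filtrate used as stimulus; plate controls were PAF-stimulated DMSO wells for no effect and unstimulated DMSO wells for full effect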
Peg3 prom inh = Peg3 promoter-driven luciferase inhibitors, primary screen, cell-based, HeLa, luciferase luminescence; 360,000 compounds, 1.7% hits; inhibition, % at 20 µM; AID 588405, 2011; HeLa PEG-Prom luciferase reporter, overnight;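 active = inhibition of at least 50% at 20 µM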
* marks the source's active call; other numbers are inactive results; / = not tested or not shown.

SMILES	NR2E3 ag-1	TWEAK-Fn14 inh	hiPSC survival	MITF TRPM1 inh	aDG glyco up	KKLEB tox	HIF-2a block	NR2E3 ag-2	Shn3 3UTR inh	CF NFkB block	Peg3 prom inh
CCC(CC)C(=O)Nc1cccc(C(=O)NCc2ccco2)c1	-10	2	0.8	2	0.3	6	-10	0	-3	0	6
O=C(CN1CCN(c2ccccc2)CC1)N1CCN(c2ccccc2)CC1	0	3	0.3	3	-0.1	4	-4	1	-3	6	15
CCCC(=O)N1CCC(Cc2ccccc2)CC1	23	-17	2.5	-4	-0.3	-1	17	5	-2	14	10
CCOc1ccccc1C(=O)NC(C)c1ccc(-n2ccnc2)cc1 (stereo not given)	4	1	0.0	4	0.2	9	11	-2	11	-1	9
COc1ccccc1C(c1nnnn1C(C)(C)C)N1CCN(C(=O)c2ccco2)CC1 (stereo not given)	21	-8	3.6	8	0.1	7	12	-6	7	10	7
CN1C(C)(C)CC(NC(=O)c2ccco2)CC1(C)C	-14	-2	-0.3	-14	0.0	-3	14	1	-5	6	0
CCc1cccc(CC)c1NC(=O)CO/N=C(\C)c1cccs1	-8	-7	-1.5	-7	1.0	2	27	1	-16	-9	13
COc1cccc(OC)c1C(=O)OCC(=O)Nc1ccc(OC(F)(F)F)cc1	9	5	0.7	3	1.0	12	21	-1	-4	-26	5
CSc1ccccc1NC(=O)c1onc(C)c1Cl	-8	-16	2.4	/	-0.1	14	-54	1	-26	-10	-8
COc1ccc(Br)cc1C(=O)NCc1cccnc1	-5	-13	-0.8	4	2.7	-8	18	0	8	-1	-8
O=C(/C=C/c1ccco1)NC(=S)Nc1ccc(Cl)cn1	-10	-1	-0.4	2	0.0	5	-71	1	-31	-8	-81
CC1C(=O)N2CCCc3cc(NC(=O)C4CCCCC4)cc1c32 (stereo not given)	-8	-29	-0.4	-1	0.1	4	-1	-3	1	-26	5
CC(=O)N1CCN(CC(=O)Nc2c(Cl)cc(Cl)cc2Cl)CC1	-19	-1	-0.1	7	-0.2	0	3	1	13	8	0
CC(C)CC(NC(=O)C(CC(C)C)NC(=O)OC(C)(C)C)C(N)=O (stereo not given)	-18	18	0.9	7	1.7	2	9	3	-17	-7	17
CC(C)C[C@H]1CN(CCCC[C@H]2CNC(=O)C(=O)N2Cc2ccccc2)C(=O)C(=O)N1CCC1CCCCC1	-4	7	0.4	/	0.0	/	-14	/	/	/	/
O=C(Nc1nc(=S)ss1)c1ccc(Cl)cc1Cl	-16	4	-0.5	-23	-0.1	-4	-13	-1	-12	-14	-79
O=C(CCC1CCCC1)N=C1SC2CS(=O)(=O)CC2N1c1ccccc1F (stereo not given)	13	31	-0.3	-17	-0.4	5	5	-2	-6	-3	1
COc1ccc(NC(=O)CSCC(=O)N(C)CC(=O)Nc2cccc3ccccc23)cc1	-20	-8	0.1	3	0.8	-3	17	2	14	-8	24
C/C(=N\NS(=O)(=O)c1ccc([N+](=O)[O-])cc1)c1c[nH]c2ccccc12	15	9	-0.4	5	-0.1	26	1	6	-5	-20	2
CC(=O)Nc1c(O)nc(SCC(=O)Nc2nnc(CC(C)C)s2)[nH]c1=O	14	4	1.2	2	0.0	1	0	2	-7	-7	19
O=C(Nc1ccc(Cl)cn1)C1CCN(c2ncnc3c2nc2n3CCCCC2)CC1	-26	31	-0.2	22	-0.1	2	17	0	57	4	5
CC(C)C[C@@H](CSc1ccccc1)N1CCN(CCc2ccccc2)CCC1=O	-16	-16	0.6	-16	0.0	-28	-115	-2	20	5	-102
Cc1ccc(NC(=O)c2cccc(OCc3c(C)noc3C)c2)cc1	6	-9	-0.5	-19	0.4	5	-93	3	-4	-22	-81
Cc1ccccc1-c1nc(CS(=O)CC(=O)NCCCN(C)c2ccccc2)c(C)o1 (stereo not given)	3	-15	-1.8	3	0.3	1	22	8	-18	-4	9
Cc1ccc(CC(=O)NCCS(=O)c2ccc(C)cc2)cc1 (stereo not given)	-10	15	-0.9	3	-0.6	-9	6	4	-4	-23	14
CCOC(=O)C1CCN(C(=O)C(=O)Nc2ccc3nc4n(c(=O)c3c2)CCCCC4)CC1	-14	5	-2.1	/	-0.1	15	7	4	-15	-11	13
Cc1ccc(/C=C/C(=O)N(Cc2cccs2)C2CCS(=O)(=O)C2)cc1 (stereo not given)	10	-15	0.1	/	0.0	-6	1	0	-1	15	14
COc1ccc(NC(=O)c2ccc(NC(=O)c3ccncc3)cc2)cc1	-7	-25	-0.8	-4	0.2	5	-6	5	-15	-4	-1
Cc1ncc(N=Nc2ccccc2)c(-c2ccccc2)n1	-15	-2	-0.4	4	-0.4	-2	5	3	-10	3	21
O=[N+]([O-])c1cc(/C=N/N2CCOCC2)cs1	-34	0	-0.7	16	-0.1	-3	-1	-1	4	-5	-15
CN(C)C(=S)NC(=NCc1ccc([N+](=O)[O-])cc1)c1ccccc1	-14	7	0.0	-4	0.1	0	-5	1	-11	3	-11
CC1=CC(c2ccccc2)=NS(=O)(=O)N1	-14	18	-0.4	-6	-0.1	18	11	/	-9	-24	-1
O=C(Nc1cc2ccccc2oc1=O)c1ccccc1	-116	90*	-2.4	63*	-0.1	-8	40*	1	22	-28	54*
CCOC(=O)C(C)Oc1cccc2c(=O)n(CC(=O)Nc3ccc(OCC)cc3)ccc12 (stereo not given)	6	-14	-0.7	16	1.3	13	8	0	4	-5	5
COc1ccc(NC(=O)CCC(=O)NCCO)cc1	-6	-10	1.4	-16	-0.4	-3	16	1	-2	4	1
CN(C)CCCN(C(=O)c1ccc(S(=O)(=O)N2CCCC2)cc1)c1nc2ccc(Br)cc2s1	-21	-5	-0.4	83*	1.2	-14	-16	-3	-21	-2	-11
COc1ccc2[nH]c3c(c2c1)CCN1C(=O)C(CC(=O)NCCc2ccccn2)C[C@H](C(=O)N2CCOCC2)[C@@]31CCC1CCCC1 (stereo not given in full)	-14	6	-2.2	-2	-0.3	-4	4	/	20	22	6
CCC(=O)Nc1cccc(C2=NOC3(C2)C[C@H](C(N)=O)N(C(=O)c2ccc(Cl)cc2)C3)c1 (stereo not given in full)	7	-9	0.1	-5	0.2	10	9	2	-22	-11	-25
Cc1ccc2c(c1)N(CC(=O)NC1CCC(C)CC1)C(=O)CO2 (stereo not given)	0	-18	0.8	-4	0.0	-10	-15	-4	11	15	-16
CCOc1ccc(NC(=O)c2ccc(CSc3nnc(C)s3)cc2)cc1	-7	-10	-2.4	-9	1.5	8	-89	3	-2	-2	-61

Ordered by length of the SMILES (ascending): four of the compounds above
SMILES	NR2E3 ag-1	TWEAK-Fn14 inh	hiPSC survival	MITF TRPM1 inh	aDG glyco up	KKLEB tox	HIF-2a block	NR2E3 ag-2	Shn3 3UTR inh	CF NFkB block	Peg3 prom inh
O=[N+]([O-])c1cc(/C=N/N2CCOCC2)cs1	-34	0	-0.7	16	-0.1	-3	-1	-1	4	-5	-15
CCOc1ccc(NC(=O)c2ccc(CSc3nnc(C)s3)cc2)cc1	-7	-10	-2.4	-9	1.5	8	-89	3	-2	-2	-61
CC(C)C[C@@H](CSc1ccccc1)N1CCN(CCc2ccccc2)CCC1=O	-16	-16	0.6	-16	0.0	-28	-115	-2	20	5	-102
Cc1ccccc1-c1nc(CS(=O)CC(=O)NCCCN(C)c2ccccc2)c(C)o1 (stereo not given)	3	-15	-1.8	3	0.3	1	22	8	-18	-4	9

(cont.)
SMILES	NR2E3 ag-1	TWEAK-Fn14 inh	hiPSC survival	MITF TRPM1 inh	aDG glyco up	KKLEB tox	HIF-2a block	NR2E3 ag-2	Shn3 3UTR inh	CF NFkB block	Peg3 prom inh
O=C(CN1CCC(C(=O)c2cccc(Cl)c2)CC1)Nc1ccc(C(=O)O)cc1	15	-3	0.9	9	0.2	4	13	-1	17	-7	-2
O=C(CSc1nc(-c2ccccc2)cc(C(F)(F)F)n1)N1CCOCC1	-31	-16	-0.1	-3	1.3	-2	9	0	-5	-7	16
CCC1CCCCN1CCn1c(=S)[nH]c2cc(OC)c(OC)cc2c1=O (stereo not given)	-1	-8	-3.7	-4	0.0	2	31	1	18	-8	20
COc1cc(/C=C/C(=O)OCC(=O)NCCc2ccc(S(N)(=O)=O)cc2)ccc1OCC#N	6	-18	0.4	-5	-0.2	12	8	/	-4	-22	7
O=C(NN=Cc1ccc([N+](=O)[O-])cc1)C1CC1	-35	-9	-2.3	-20	0.1	-1	-37	/	-5	-18	-14
COC(=O)c1cc(NC(=O)CN2CCOCC2)cc(C(=O)OC)c1	2	-9	1.4	7	-0.1	5	3	1	-2	9	0
COc1ccc(CCCC(=O)Nc2cc(C)ccc2OC)cc1	28	-16	-0.1	3	0.2	-14	13	2	10	-7	7
O=C1NC(Cc2c[nH]c3ccccc23)C(=O)N1Cc1ccc(CN2C(=O)NC(Cc3c[nH]c4ccccc34)C2=O)cc1 (stereo not given)	-1	22	-0.2	-5	0.0	-18	12	2	-20	10	22
CCOC(=O)c1c(-c2ccc(C)o2)csc1NC(=O)CSc1ncn[nH]1	-27	-11	2.5	10	3.6	10	16	-1	-29	34	11
CC(=O)Nc1cccc(NC(=O)c2ccc(C)c([N+](=O)[O-])c2)c1	-13	-8	-2.4	-20	-0.2	-1	-58	-3	7	11	-44
COc1cccc(-c2nnc(-c3ccccc3NC(=O)c3ccc(C(C)(C)C)cc3)o2)c1	-38	-19	-0.4	-13	-0.1	-20	-21	4	-42	26	-14
CCOc1ccccc1NC(=O)N1CCc2ccccc2C1	-10	-7	-0.2	2	0.1	-10	-27	4	11	-24	-10
CC1CCN(C(=O)COC(=O)c2cccs2)CC1	-76	58*	2.0	-40	0.0	6	-148	/	-47	10	-117
O=C(COC(=O)c1ccc2ncsc2c1)Nc1cc(Cl)ccc1F	-19	-13	0.4	-5	-0.2	-2	-5	/	-15	-8	-26
COc1cccc(/C=C/c2ccc3cccc(O)c3n2)c1	-154	84*	-0.7	-6	-0.1	3	-206	-2	30	-47	37
Cc1ccc(NC2CCCN(C(=O)c3ccc(C)c(N4CCNC4=O)c3)C2)cc1C (stereo not given)	-21	0	-0.4	-3	-0.1	-7	-18	0	-2	6	-14
O=C(NNC(=O)c1cc(-c2ccc(Cl)cc2)nc2ccccc12)c1csc(N2CCOCC2)n1	7	-28	-0.3	7	0.1	-14	-21	-2	6	-8	13
Cc1nc([N+](=O)[O-])c(C(=O)OCc2ccccc2Br)n1C	-5	-15	0.3	7	0.0	12	9	-2	10	-21	3
